# Bioassay records as filed in PubChem.
# OX1R antag-1 – antagonists of human orexin 1 receptor (OX1R) | OX1R-expressing cells, FRET antagonist read-out | inhibition, % at 6.6 µM | hit rate 1.8% among 330,000 | AID 485270; in the data active means inhibition mostly above about 38%, no sharp cut-off; inactive means mostly below about 40%;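 further: 0% = agonist challenge alone and 100% = reference antagonist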
# Target sequence (O43613 whole entry, looked up): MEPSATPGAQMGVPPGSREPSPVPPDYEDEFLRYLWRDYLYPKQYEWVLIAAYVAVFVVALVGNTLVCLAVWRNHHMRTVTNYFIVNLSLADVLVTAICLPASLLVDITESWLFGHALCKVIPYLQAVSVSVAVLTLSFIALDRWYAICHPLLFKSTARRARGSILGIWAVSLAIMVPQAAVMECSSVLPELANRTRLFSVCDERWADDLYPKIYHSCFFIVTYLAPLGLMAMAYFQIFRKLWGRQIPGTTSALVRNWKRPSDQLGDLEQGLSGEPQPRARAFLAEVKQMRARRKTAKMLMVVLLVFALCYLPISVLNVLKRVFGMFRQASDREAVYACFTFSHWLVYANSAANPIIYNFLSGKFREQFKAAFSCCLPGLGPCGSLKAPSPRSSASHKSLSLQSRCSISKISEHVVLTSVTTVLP
# OX1R antag-2 – antagonists of human orexin 1 receptor; O43613; CHO/OX1R cells, Fluo-8 calcium fluorescence, orexin A; inhibition, % at 5 µM; hit rate 0.43% among 330,000; AID 434989;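 active means inhibition above its plate's threshold, mean inhibition of all tested compounds on the plate plus 3 SD, cut at about 37% in these data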;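 further: 0% = orexin A challenge wells and 100% = SB-334867-A antagonist wells; not every result past the cut was called active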
# STK33 kinase inh – inhibitors of human STK33 kinase; purified STK33, MBP phosphorylation, ADP-Glo luminescence; inhibition, % at 10 µM; hit rate 0.073% among 320,000; AID 2661;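 active means inhibition at or above 25%, using the most active replicate where run in duplicate; inactive means inhibition below 25%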
# Target sequence (Q9BYT3 whole entry, looked up): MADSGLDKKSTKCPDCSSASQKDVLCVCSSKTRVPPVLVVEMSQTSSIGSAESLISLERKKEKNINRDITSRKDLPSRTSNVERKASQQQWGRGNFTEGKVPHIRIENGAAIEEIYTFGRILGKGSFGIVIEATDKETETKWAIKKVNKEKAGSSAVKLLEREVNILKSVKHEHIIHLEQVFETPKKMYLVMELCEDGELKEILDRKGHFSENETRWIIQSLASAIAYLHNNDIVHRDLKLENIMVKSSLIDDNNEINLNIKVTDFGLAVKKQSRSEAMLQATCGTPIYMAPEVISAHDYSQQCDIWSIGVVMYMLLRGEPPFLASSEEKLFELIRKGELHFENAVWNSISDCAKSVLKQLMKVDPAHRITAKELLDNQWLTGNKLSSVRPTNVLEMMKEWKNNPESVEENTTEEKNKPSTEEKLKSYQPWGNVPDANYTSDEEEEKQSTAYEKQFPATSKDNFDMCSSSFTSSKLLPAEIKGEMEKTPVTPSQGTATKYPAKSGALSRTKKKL
# Starred values were filed as active, the others as inactive; x = not tested or not shown.
# A first look (4 entries):
# Fields: OX1R antag-2	STK33 kinase inh	OX1R antag-1
CCCN(CCC)CC(O)CN1C(=O)N(CN2C(=O)N(CC(O)CN(CCC)CCC)C(=O)C2(C)C)C(C)(C)C1=O (configuration not stated)
  -10.5	-2.2	4.1
CCCc1nnc(NC(=O)CCC(=O)N2CCN(c3ccccc3)CC2)s1
  -25.2	-0.3	11.3
COCCNC(=O)Cn1cnc2ccc(S(=O)(=O)N3CCC(C)CC3)cc2c1=O
  -14.1	-0.7	14.4
Cc1noc(C)c1S(=O)(=O)N1CCCC(C(=O)NC2CCCCC2)C1 (configuration not stated)
  -24.1	0.1	-3.1

# The list itself, from the first entry:
# Fields: OX1R antag-2	STK33 kinase inh	OX1R antag-1
CCCN(CCC)CC(O)CN1C(=O)N(CN2C(=O)N(CC(O)CN(CCC)CCC)C(=O)C2(C)C)C(C)(C)C1=O (configuration not stated)
  -10.5	-2.2	4.1
CCCc1nnc(NC(=O)CCC(=O)N2CCN(c3ccccc3)CC2)s1
  -25.2	-0.3	11.3
COCCNC(=O)Cn1cnc2ccc(S(=O)(=O)N3CCC(C)CC3)cc2c1=O
  -14.1	-0.7	14.4
Cc1noc(C)c1S(=O)(=O)N1CCCC(C(=O)NC2CCCCC2)C1 (configuration not stated)
  -24.1	0.1	-3.1
CN(C)C(=O)c1ccc(NC(=O)COC(=O)CC23CC4CC(CC(Br)(C4)C2)C3)cc1
  -15.1	-1.1	18.2
COc1cccc(COC(=O)C2CCN(C(=O)c3ccc(F)cc3)CC2)c1OC
  -9.1	x	13.2
O=C1CCC(=O)N1c1ccc(CSc2nnnn2C2CCCCC2)cc1
  -14.8	-1.3	14.9
C[C@H](NC(=O)c1ccc(Cl)c(S(=O)(=O)N2CCOCC2)c1)c1nc2ccccc2[nH]1
  -13.8	0.5	1.6
O=C(Nc1cccc(C(=O)Nc2cccc(C(F)(F)F)c2)c1)c1ccc(=O)[nH]c1
  -21.6	-1.3	8.4
C=CCC(NCc1ccccc1)c1ccc(C)o1 (configuration not stated)
  -12.3	-0.8	5.1
Cc1c(C(=O)NC(=S)Nc2ccc3c4c(cccc24)CC3)cccc1[N+](=O)[O-]
  -18.8	-0.6	17.3
CCOC(CNC(=O)CN1C(=O)COc2ccc(S(=O)(=O)N3CC(C)CC(C)C3)cc21)OCC (configuration not stated)
  -27.7	0.9	11.4
O=C(N/N=C/c1ccc(O)c([N+](=O)[O-])c1)C(O)(c1ccccc1)c1ccccc1
  -15.9	-0.8	2.4
Cc1ccsc1/C=N/NC(=O)Cc1ccc(Cl)cc1
  -21.3	-0.6	18.6
Cn1c(/C(C#N)=C/c2ccncc2)nc2ccccc21
  -21.1	-0.8	5.0
Cc1nnc(SCc2nc3sc4c(c3c(=O)[nH]2)CCCC4)[nH]c1=O
  -14.9	0.6	15.8
CC(=O)c1c(C(C)=O)c(C)n(NC(=O)c2cccnc2)c1C
  -6.5	-0.5	18.8
CCOC(=O)N1CCN(S(=O)(=O)c2ccc(C(=O)Nc3nnc(CSC)o3)cc2)CC1
  -12.4	-0.3	19.0
Fc1ccc(CSc2nnc(-c3cc4c(s3)-c3ccccc3CC4)o2)cc1
  4.8	-1.3	12.8
COc1ccc(NC(=O)NC2(C(=O)N3CCN4CCCC4C3)CCCCC2)cc1 (configuration not stated)
  -10.3	0.2	2.5
Cc1ccc(NC(=O)CN2C(=O)CCS(=O)(=O)c3ccccc32)cc1Cl
  -5.7	-1.2	14.1
Cc1ccc(S(=O)(=O)N(C)c2ccc(OCC(=O)O)cc2)cc1
  -4.5	-0.5	18.4
Cc1nc(-c2ccccc2)sc1-c1nc(-c2cccnc2)ncc1S(=O)(=O)c1ccccc1
  -30.2	-0.9	19.4
CCOc1ccc(-n2nc3c(=O)[nH]nc(C)c3c2C)cc1
  -22.9	-1.4	5.7
CC1CC(C)CN(CCOCCSc2ccc(Cl)cc2)C1 (configuration not stated)
  -11.9	-1.2	4.8
Cc1ccc(C2CC(C(F)(F)F)n3nc(C(=O)NCCN4CCOCC4)cc3N2)cc1 (configuration not stated)
  -18.9	-0.1	2.0
C/C(=N\NC(=O)c1cccc(C)c1)c1cccc(NC(=O)c2ccco2)c1
  -1.6	0.1	15.8
COc1ccccc1C(=O)NCCC(=O)NNC(=O)c1ccccc1O
  1.9	-0.7	9.2
O=C(c1ccc(F)cc1)N1C2CCC1CC(O)(c1ccc(F)cc1)C2 (configuration not stated)
  -19.8	-0.7	21.4
Cc1ccc(NC(=O)c2ccc(OC(=O)COc3ccc(Cl)cc3C)cc2)cc1
  -3.0	-2.1	-4.7
CCOCCCNC(=O)CCCOc1ccccc1
  -4.6	-1.6	14.4
CCn1c(C)nc2cc(C(=O)NNC(=S)Nc3ccc(C)cc3)ccc21
  -30.3	-2.4	19.7
CCOc1ccc(-c2nc(CSCC(=O)NCc3ccco3)c(C)o2)cc1
  -37.2	-0.4	17.1
CCC(C)NC(=O)CSc1nc2ccccc2c(=O)n1Cc1ccc(OC)cc1 (configuration not stated)
  -32.4	-0.7	17.2
O=C(NC1CCCCC1)c1cccc(Cn2cc(Cl)cn2)c1
  -20.8	-1.9	6.6
CC(=O)Nc1ccc(Oc2ccc3c(c2)C(=O)NC3=O)cc1
  8.7	-3.0	27.7
COc1ccc(N/C=C/C(=O)c2ccc(Oc3ncccn3)cc2)cc1
  -27.4	-1.3	16.7
CCOC(=O)Cc1csc(NC(=O)C2C3C=CC(C3)C2C(=O)O)n1 (configuration not stated)
  11.7	1.1	19.9
O=S(=O)(c1ccsc1)N1CC=C(c2ccccc2)CC1
  -2.1	-2.6	7.1
COC(=O)CC(c1ccccc1F)N1Cc2ccccc2C1=O (configuration not stated)
  -26.6	-2.2	6.6
CCN(C(=O)CSc1n[nH]c(-c2cccs2)n1)C1CCS(=O)(=O)C1 (configuration not stated)
  -4.9	0.8	8.8
CCOc1ccc(S(=O)(=O)N2CCC(C(=O)OC(C)C(=O)N3CCOCC3)CC2)cc1 (configuration not stated)
  -5.9	-1.0	15.1
CC1CN(S(=O)(=O)c2cccc(C(=O)N3CCC(C(N)=O)CC3)c2)CC(C)O1 (configuration not stated)
  -1.7	0.4	9.5
CC(C)(C)OC(=O)N/N=C/c1ccc(C(=O)O)cc1
  -4.0	-0.1	16.9
COc1ccc(C2/C(=C(/O)c3ccccc3)C(=O)C(=O)N2CO)cc1 (configuration not stated)
  -0.7	-0.3	10.3
O=C(N=Nc1c(O)[nH]c2ccccc12)c1cccc(S(=O)(=O)N2CCCCC2)c1
  -4.3	0.1	3.0
Cc1cc(NC(=O)CCN2CCN(Cc3ccccc3)CC2)ccc1Br
  1.3	-0.3	-4.6
CCCN(C(=O)Cc1csc(-c2ccccc2)n1)C1CCS(=O)(=O)C1 (configuration not stated)
  -9.4	-3.2	1.3
COc1ccc(NC(=O)CSc2ccc3nnc(-c4ccccn4)n3n2)c(OC)c1
  -8.9	2.7	30.1
Cc1ccccc1OCCSCc1nc2ccccc2[nH]1
  -19.8	-0.5	33.7
NC(=O)COc1cccc2cccnc12
  -17.4	-0.2	13.1
Cc1cc2oc(=O)cc(CN(C)Cc3ccc(OC(F)F)cc3)c2cc1Cl
  -25.6	-1.9	25.8
COc1cccc(-n2ccnc2SCC(=O)N2CCc3ccccc32)c1
  -24.7	-1.9	35.0
COc1ccc2c(c1)C(C)=CC(C)(C)N2C(=O)Nc1ccccc1
  -18.6	0.5	21.5
O=C(Nc1cccc(F)c1)NC1(C(=O)N2CCN3CCCC3C2)CCCCC1 (configuration not stated)
  -25.3	1.3	7.5
O=C(OCC(=O)N1CCN(C(=O)c2ccco2)CC1)c1ccc(S(=O)(=O)N2CCCCC2)cc1
  -24.7	0.1	3.3
CCOc1cc(C)c(Cl)cc1S(=O)(=O)NCc1ccco1
  2.9	-0.4	35.5
COCc1cc(C)nc(OCC(=O)N/N=C/c2ccco2)c1C#N
  10.1	0.6	19.6
CCOC(=O)C1=C(SCC(=O)Nc2ccccc2)NC(=O)C(C#N)C12CCCCC2 (configuration not stated)
  -9.5	-1.8	9.2
C/C(=N\NC(=O)c1ccc2c(c1)OCO2)c1ccc(O)cc1
  -14.0	-1.0	13.0

# The listing continues.
# Fields: OX1R antag-2	STK33 kinase inh	OX1R antag-1
O=C(Nc1ccccc1N1CCCC1)c1ccc2c(c1)OCO2
  -49.5	-3.2	11.1
C/C(=N\OC(=O)c1ccc(OC(C)C)cc1)c1ccc(C)c(C)c1
  -2.7	-0.8	26.3
c1cncc(-c2ccc3ncnc(NCc4cccs4)c3c2)c1
  2.8	1.9	9.0
O=S(=O)(c1cc(Cl)ccc1Cl)N1CCNCC1
  -6.4	-0.9	16.3
CCC(C)c1ccccc1NC(=O)COC(=O)c1ccc(N2CCCC2)c([N+](=O)[O-])c1 (configuration not stated)
  -27.9	-1.5	12.0
COc1ccc(C(=O)Nc2c3c(nn2C(C)(C)C)CS(=O)(=O)C3)cc1OC
  -1.9	-0.3	4.6
CCCCC(=O)Nc1nc2ccc(C(=O)OC)cc2s1
  -17.9	1.2	14.3
Cc1nn2cc(-c3ccc(Cl)cc3)cnc2c1Cl
  -10.4	-0.1	9.7
COc1ccccc1N(CC(=O)NC1CCCC1)S(=O)(=O)c1ccc(C)cc1
  -7.9	-0.3	15.0
COc1ccc(CC(NC(C)=O)C(=O)NC2CCN(S(=O)(=O)c3ccccc3)CC2)c(OC)c1 (configuration not stated)
  9.1	-2.0	7.2
CCC1CCCCN1C(=O)CSc1nnc(-c2c[nH]c3ccccc23)o1 (configuration not stated)
  -35.6	-0.4	41.5
C=CCn1c(C)cc(C(=O)Cn2nc(C(=O)O)c3ccccc3c2=O)c1C
  -4.3	-0.2	20.6
CCCn1cc(NC(=O)c2cc(-c3ccccc3)on2)cn1
  -22.4	-3.0	12.2
CCc1c(C)sc2nc3c(C(=O)N4CCOCC4)cc(C(=O)c4ccccc4O)cn3c(=O)c12
  -27.2	0.8	31.1
COc1ccc(CCNC(=O)CNCC(c2ccccc2)N(C)C)cc1OC (configuration not stated)
  -10.5	-1.7	-9.6
CCN1C(=O)/C(=C2\SC(=S)N(NC(=O)c3ccccc3O)C2=O)c2ccccc21
  -22.9	-1.1	12.8
CC1(C)Oc2ccc(C(=O)NC3CCCC3)cc2N(CC(=O)N2CCOCC2)C1=O
  5.2	-2.0	-3.8
O=[N+]([O-])c1cccc(N(CC(O)CN2CCCCC2)S(=O)(=O)c2ccccc2)c1 (configuration not stated)
  -24.0	0.1	11.5
CC(=O)Oc1ccc(-c2cccc(C(=O)NCCCO)c2)cc1
  -2.1	x	11.7
Cc1nn(-c2ccc(F)cc2)c(Cl)c1C(=O)NCC1CCCO1 (configuration not stated)
  0.2	0.7	-3.3
CCOc1ccccc1CN1CCC(n2nccc2NC(=O)C2CCCC2)CC1
  -28.7	-0.7	16.3
Cc1ccc(CSc2ncccc2C(=O)O)cc1
  3.9	-1.5	5.0
O=C(CSCCc1ccccn1)Nc1cccnc1
  -0.6	-1.1	12.7
COC(=O)CCc1sc(Nc2ccc(Br)cc2)nc1-c1ccc(OC)cc1
  -23.5	0.6	20.1
NC(=O)CCn1c(C(=O)c2cccc([N+](=O)[O-])c2)c2ccccc2[n+]1[O-]
  -4.4	-0.2	32.1
COc1cc(C(=O)Sc2ccc(C)cc2)cc(OC)c1OC
  -39.6	1.0	15.1
O=C(Cn1cc(SCc2ccc(Cl)cc2)c2ccccc21)N1CCOCC1
  -3.9	x	15.7
O=C(NCCNc1ccc([N+](=O)[O-])cc1)c1cccc2c(Br)cccc12
  -7.7	x	18.7
COc1ccccc1C(=O)O/N=C(/c1ccncc1)c1ccc([N+](=O)[O-])cc1
  -46.6	-0.8	41.4
CCOC(=O)N1CCC(NC(=O)C2CCCN(Cc3nc(-c4cccc(Cl)c4)oc3C)C2)CC1 (configuration not stated)
  -19.2	0.7	13.3

# One compound at a time, from the list above. Screens in order: OX1R antag-2 | STK33 kinase inh | OX1R antag-1
# CCOCCCNC(=O)CCCOc1ccccc1 is entered as -4.6 | -1.6 | 14.4
# CCOc1ccc(-n2nc3c(=O)[nH]nc(C)c3c2C)cc1 is entered as -22.9 | -1.4 | 5.7

# (listing goes on)
# Fields: OX1R antag-2	STK33 kinase inh	OX1R antag-1
O=C1CCCC(O)=C1C=Nc1cccc(C(F)(F)F)c1
  -4.4	-0.7	4.2
COc1ccc(-c2nc3ccccn3c2C=O)cc1
  -14.2	-0.7	24.2
Cc1ccc2nc(SCC(=O)Nc3cccc([N+](=O)[O-])c3)[nH]c2c1
  52.5*	15.2	13.8
Cc1ccc(NC(=O)CSCC(=O)Nc2ccc(N3CCOCC3)c(Cl)c2)cc1
  -9.7	0.3	35.7
CC(C)(C)NS(=O)(=O)c1ccc(-c2csnn2)s1
  -19.2	-0.9	24.2
CCCNC(=O)/C(C#N)=C1\N=C(NC(=O)c2cccs2)c2ccccc21
  2.7	0.0	15.8
COc1ccc(NC(=O)CSc2nnc(-c3ccoc3C)n2CCc2ccccc2)cc1
  32.3	0.8	65.3
O=C(CCNC(=O)c1ccc(Br)cc1)Nc1cc(Cl)ccc1-n1cncn1
  -16.1	x	3.5
Cc1ccccc1-n1c(SCC(=O)N/N=C/C=C/c2ccccc2[N+](=O)[O-])nc2ccccc2c1=O
  -6.8	-0.4	32.2
O=C(CNC(=O)c1cc(S(=O)(=O)N2CCCCC2)ccc1N1CCOCC1)Nc1ccc(F)c(F)c1
  -3.8	-0.2	7.5
Cc1ccc(CSCCNS(=O)(=O)c2ccc([N+](=O)[O-])cc2)cc1
  -19.0	-0.5	12.3
CC1(C)CC(=O)C2=C(C1)OC1=C(C(=O)CC(C)(C)C1)C2c1ccc(O)cc1O
  3.9	2.9	27.1
